Screening results from PubChem.
Bcl-B displacement: displacers of TR3 peptide from Bcl-B, primary screen, selectivity assay for Bfl-1 inhibitor project, biochemical, fluorescence polarization. AID 748. displacement, % at 20 µM, or IC50 in µM where a hit was titrated. 96,000 tested, 0.11% active. FP displacement of FITC-TR3 peptide from Bcl-B; higher % means a stronger effect;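 active = displacement above 50% at 20 µM plus a fluorescence interference ratio under 1.5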;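 note: plate controls were wells without compound for no effect and wells lacking Bcl-B protein for full effect; a part of the inactive calls stands beside numbers as strong as those of hits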
NFkB transloc pot: enhances IL-1B driven NFkB nuclear translocation; HUVEC IL-1B NFkB p65 nuclear translocation imaging; AID 819; 94,000 tested, 0.3% active; activation, % at 2 µM;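 active = activation above 40%, about the mean plus 3 SD, also judged a hit on visual image review; inconclusive = activation above 40% but not a hit on visual review; inactive = activation not above 40% and no visual hit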;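 note: percent activation is computed from the nuclear over cytoplasmic p65 intensity ratio; values of inactives mirror those of a sister screen read the other way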
IL1B NFkB inh: blocks IL-1B driven NFkB nuclear translocation in HUVEC cells; HUVEC IL-1B NFkB p65 nuclear translocation imaging; inhibition, % at 2 µM; 94,000 tested, 0.43% active;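 active = inhibition above about 30% together with a positive call from visual inspection of the well image, limit read from the data; inconclusive = inhibition above a set limit but visual check negative; inactive = inhibition not above a set limit, visual check negative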;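 note: nuclear over cytoplasmic p65 intensity ratio measured by imaging; 0% = IL-1B stimulated DMSO wells and 100% = unstimulated DMSO wells; values of inactives mirror those of a sister screen read the other way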
PLAP inhibitors HTS: PLAP enzyme inhibitors, biochemical, luminescence, HTS (AID 690). purified PLAP, luminescent substrate; higher % means a stronger effect. one-dose inhibition, % at 20 µM; IC50 in µM for titrated hits. 96,000 tested, 0.08% active; in the data active = a potency from the dose series; inactive = the rest, 99 in 100 with inhibition below about 30%; note: strong numbers were not always called active
MRP reversal: reverses drug resistance mediated by MRP. differential viability (reversal), % at 10 µM. H69AR cells + 2 uM doxorubicin, CellTiter-Glo, 72 h. 85,000 tested, 0.04% active. AID 602;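 active = viability drop by adding the cancer drug above about 55%, with treated viability meeting a 40% cutoff, limit read from the data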;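 note: viability without doxorubicin minus viability with 2 µM doxorubicin for each compound; larger differential means the compound sensitizes cells more to doxorubicin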
MRP reversal cytotoxicity: recorded beside MRP reversal, whose call it bears; viability, %; H69AR cells, CellTiter-Glo, 72 h; measured here: cytotoxicity without doxorubicin
MRP reversal with doxorubicin: further read-out of MRP reversal, marked with its call; viability, %; measured here: viability with 2 uM doxorubicin; hits give low values
IL1B NFkB inh cell count 2 µM: further read-out of IL1B NFkB inh, marked with its call; cell count; measured here: cells passing quality filter;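 raw number of nuclei counted in each imaged well without normalization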
NFkB transloc pot cell count 2 µM: second read-out of NFkB transloc pot, no call of its own (marks repeat the call); cell count; measured here: cells passing quality filter
* = called active by the depositor; ? = inconclusive; . = no result given.

SMILES	Bcl-B displacement	NFkB transloc pot	NFkB transloc pot cell count 2 µM	IL1B NFkB inh	IL1B NFkB inh cell count 2 µM	PLAP inhibitors HTS	MRP reversal	MRP reversal cytotoxicity	MRP reversal with doxorubicin
Cc1cc(Nc2ccc3ccccc3c2)n2ncnc2n1	-38%	24	136	-24	136	-52%	-9	58	67
CCN1C(=O)CC(C(=O)NC)SC1=Nc1cc(Cl)c(O)c(Cl)c1 (stereo not drawn)	8%	-3	199	3	199	4%	-1	73	74
CCOC(=O)c1sc2ncn(C(C)C(=O)OC)c(=O)c2c1C (stereo not drawn)	-12%	-10	99	10	99	4%	14	103	89
C=C1C2(C(=O)Nc3nccs3)CCC(C2)C1(C)C (stereo not drawn)	0%	-8	94	8	94	-7%	13	91	79
O=c1[nH]c(SCc2ccccc2Cl)nc2c1CCCC2	2%	5	101	-5	101	9%	-6	89	95
CCN(CC)C(=O)Cn1cnc2c1c(=O)n(C)c(=O)n2C	-10%	1	29	-1	29	14%	-5	99	103
CCC(C)NC(=O)c1ccccc1NC(=O)c1ccc(CSc2ccc(C)cc2)cc1 (stereo not drawn)	0%	13	90	-13	90	-8%	.	.	.
CCCn1nnc2ccccc2c1=O	17%	7	194	-7	194	-2%	.	.	.
CCOC(=O)c1cc(C#N)c(N)nc1C	-10%	14	151	-14	151	11%	-1	103	105
CCOc1ccc(N(CC(=O)NCC2CCCO2)S(=O)(=O)c2ccc(Cl)cc2)cc1 (stereo not drawn)	-1%	.	.	.	.	3%	16	82	66
Cn1nnnc1SCc1csc(Nc2ccccc2)n1	8%	.	.	.	.	16%	-9	105	114
Cc1oc2nc(SCCCC(=O)NCCO)nc(N)c2c1C	-9%	21	146	-21	146	2%	-4	86	90
CCNC(=O)NC(=O)C(C)Sc1nnc(COc2ccccc2Cl)o1 (stereo not drawn)	-1%	3	63	-3	63	-37%	3	102	99
O=c1c2cc(N3CCOCC3)ccc2[nH]c(=S)n1CCCN1CCCCC1	10%	-70	154	?	.	-53%	4	86	82
Cn1nnc(NC(=O)CSc2ccc(Cl)cc2)n1	.	22	123	-22	123	.	13	99	86
CN(C)c1ccnc2sc3c(=O)n(-c4ccc(Cl)cc4)cnc3c12	.	8	159	-8	159	.	6	81	75
CSc1ncccc1C(=O)OCn1nnc2ccccc2c1=O	-2%	5	102	-4	102	6%	-4	103	106
Cn1c(Cl)c(/C=N/OC(=O)c2ccccc2Cl)c2ccccc21	-4%	10	147	-10	147	-8%	.	.	.
COCCNc1cc(C)nc2ccccc12	-12%	-17	97	17	97	6%	1	83	82
CC(=O)NC(Cc1ccc(C)cc1)C(=O)NC1CCN(C(=O)c2cnccn2)CC1 (stereo not drawn)	-4%	43*	140*	-43	140	-11%	-10	84	95
O=c1[nH]c(-c2ccccn2)nc2ccccc12	-4%	-4	139	4	139	-142%	-3	84	86
COc1ccc(S(=O)(=O)N2CCCC(C(=O)N3CCCCCC3)C2)cc1 (stereo not drawn)	-6%	-15	114	15	114	-60%	19	103	84
COc1ccc(S(=O)(=O)N2CCC(C(=O)NCCC3=CCCCC3)CC2)cc1OC	5%	2	116	-2	116	-61%	0	96	95
O=C(NCc1ccc2c(c1)OCO2)C1CCN(C(=O)Nc2ccc(Cl)cc2)CC1	-3%	-5	117	4	117	-36%	-5	89	94
COc1ccc(C2N(c3ccc(F)cc3)C(=O)C3CCCN32)cc1 (stereo not drawn)	-61%	-5	158	5	158	-56%	5	90	85
CCOc1ccc(NC(=O)N2CCC(NC(=O)C(Cc3ccc(OC)c(OC)c3)NC(C)=O)CC2)cc1 (stereo not drawn)	-9%	17	72	-17	72	-24%	-3	101	104
Cc1cc(NC(=O)CN2C(=O)NC(Cc3ccccc3)C2=O)no1 (stereo not drawn)	-20%	0	184	0	184	26%	-2	84	86
Cc1cccc(Cn2ncc(Cl)c(Cl)c2=O)c1	0%	0	201	0	201	-13%	.	.	.
CCn1c(=O)cc(OCC(=O)N(C)C2CCCCC2)c2ccccc21	3%	26	211	-26	211	0%	6	88	82
O=C(CC12CC3CC(C1)CC(CC(=O)N1CCCC1)(C3)C2)N1CCCC1	-6%	.	.	.	.	-28%	3	100	98
CCC(=O)c1cc(F)c(N2CCN(S(=O)(=O)c3ccc(C)cc3)CC2)cc1C	-4%	20	192	-20	192	-34%	8	93	84
CC(C)(Oc1ccc(Cl)cc1)C(=O)OCn1nnc2ccccc2c1=O	0%	-10	199	10	199	-35%	-176	93	269
CCCCOc1ccc(C(=O)N/C(=C\c2cccc([N+](=O)[O-])c2)C(=O)OC(C)C)cc1	-9%	25	148	-25	148	-1%	.	.	.
CC(=O)C1=C(O)C(=O)N(Cc2cccnc2)C1c1ccccc1 (stereo not drawn)	.	17	163	-17	163	.	-3	92	96
COc1ccc(OC)c(-c2cc(C(=O)NCc3ccco3)no2)c1	-18%	-19	171	19	171	8%	4	80	76
Cc1ccc(SCC(=O)NCCSC(C)(C)C)cc1	7%	2	179	-2	179	25%	11	102	91
Cc1cc(OCc2nn[nH]n2)c2c(C)c(CC(=O)O)c(=O)oc2c1	8%	-4	187	4	187	12%	0	104	105
CCNC(=S)NN=C1CCC(C(C)(C)C)CC1 (stereo not drawn)	1%	-4	145	4	145	-15%	.	.	.
CN1C=CC=C/C1=C1\SC(=S)N(C2CCCCC2)C1=O	-49%	20	116	-20	116	22%	.	.	.
O=C(O)CCCC(=O)Nc1ccccc1-n1ccnc1	-6%	6	72	-6	72	-30%	-7	91	98
COc1ccc(CNC(=O)CSc2nnnn2-c2ccc(O)cc2)cc1	-3%	1	128	-1	128	7%	6	80	74
Cc1ccc(CNC(=O)c2ccccc2CCc2ccccc2)cc1	0%	9	91	-9	91	0%	.	.	.
O=P(CCN1CCCCC1)(c1ccccc1)c1ccccc1	-6%	-1	155	1	155	-16%	25	112	87
N#Cc1ccc(Oc2ccc(/C=N/O)cn2)cc1	-3%	-6	123	6	123	-7%	.	.	.
Oc1ccccc1OCc1nc2ccccc2s1	-2%	-11	120	12	120	16%	-1	102	102
COc1ccc(C)cc1S(=O)(=O)N(CC(=O)Nc1cccc([N+](=O)[O-])c1)c1cc(C)cc(C)c1	0%	3	109	-3	109	7%	.	.	.
CCc1ccc(NC(=O)CSc2nnc(Cc3cccn3C)n2-c2ccc(F)cc2)cc1	-21%	.	.	.	.	-47%	-23	59	81
C=CCn1c(SCCC)nc(O)cc1=O	0%	10	187	-10	187	-9%	-10	93	104
COc1ccnc(Oc2ccc(C)cc2C)c1C#N	4%	20	170	-20	170	8%	.	.	.
O=C(c1ccccc1-c1nc(-c2ccc(Cl)cc2)no1)N1CCCC1	4%	-2	145	2	145	-41%	-22	45	68
O=C(N/N=C\c1cccc(Br)c1)c1ccccc1-n1cccc1	-4%	-7	51	2	138	16%	2	94	92
N#Cc1cc2ccccc2nc1SCc1cccnc1	-4%	.	.	.	.	21%	-20	76	96
CCOC(=O)Cc1csc(NC(=O)c2c(-c3ccccc3)noc2C)n1	11%	10	123	-10	123	1%	7	102	95
O=C(O)c1cc(NC(=O)C2CCCO2)cc(NC(=O)C2CCCO2)c1 (stereo not drawn)	-15%	6	164	-6	164	14%	7	97	90
O=S(=O)(NC1CC2CCC1C2)c1ccc2c(c1)OCCO2 (stereo not drawn)	-2%	.	.	.	.	13%	-11	101	112
CS(=O)(=O)N1CCN(C(=O)Cc2ccccc2)CC1	4%	-2	140	2	140	13%	8	104	96
O=C(CNS(=O)(=O)c1ccc(Br)s1)N1CCCC1	-1%	6	121	-6	121	-16%	17	96	79
Cc1ccc2c(c1)sc1ncc(NC(=O)c3ccccc3)c(=O)n12	.	-6	114	6	114	.	-6	96	102
C=CCn1c(CCNC(=O)c2ccccc2F)nnc1SCc1nc2ccccc2c(=O)[nH]1	-12%	.	.	.	.	-4%	0	83	83
Cc1ccc2nsnc2c1N(S(C)(=O)=O)S(C)(=O)=O	-4%	.	.	.	.	4%	9	94	84
Continued:
SMILES	Bcl-B displacement	NFkB transloc pot	NFkB transloc pot cell count 2 µM	IL1B NFkB inh	IL1B NFkB inh cell count 2 µM	PLAP inhibitors HTS	MRP reversal	MRP reversal cytotoxicity	MRP reversal with doxorubicin
O=C(Nc1cccc(C(F)(F)F)c1)C1CCCN(c2ncccn2)C1 (stereo not drawn)	4%	20	161	-20	161	3%	-5	70	74
CC(C)(C)n1ncc2c(=O)n(CC(=O)Nc3ccc4c(c3)OCCO4)cnc21	6%	2	111	-2	111	2%	13	80	67
CCC(C)NC(=O)c1cn(C)c(=O)c2cc(OC)c(OC)cc12 (stereo not drawn)	-6%	.	.	.	.	2%	4	93	89
COc1ccc(Nc2nnc(SCC(=O)c3cc(C)n(CC4CCCO4)c3C)s2)cc1 (stereo not drawn)	28%	6	200	-6	200	-74%	.	.	.
Cc1nc2ccccc2c2oc(C(=O)NCCCN3CCCC3=O)cc12	5%	.	.	.	.	-11%	8	90	83
N#CC1=C(N)Oc2c(ccc3ccccc23)C1c1cccs1 (stereo not drawn)	-21%	-17	49	17	49	-9%	-31	17	49
O=S(=O)(CCCc1ccccc1)c1ncn[nH]1	5%	13	105	-13	105	1%	5	103	97
CC1(C)Cc2ccccc2-c2nnc(SCc3ccc(C#N)cc3)n21	4%	0	153	0	153	9%	-4	83	86
CCOc1ccc(N=CC2=C(O)CC(C)(C)CC2=O)cc1	4%	15	141	-15	141	8%	-34	40	74
O=C(CSc1nc2ccccc2o1)Nc1cc(C(F)(F)F)ccc1N1CCOCC1	5%	6	180	-6	180	8%	.	.	.
COc1ccc(C(=O)Nc2ccc3c(c2)OCO3)cc1OC	3%	12	102	-12	102	-2%	1	79	78
COCCNC(=O)CCCCCNS(=O)(=O)c1ccc(C)cc1	13%	-6	120	6	120	-7%	3	96	94
COc1ccc(S(=O)(=O)N(CCc2ccccc2)CC(=O)O)cc1	-3%	8	118	-8	118	-71%	10	90	80
CC(N=C(NS(=O)(=O)c1ccc(Cl)cc1)c1ccccc1)C(=O)O (stereo not drawn)	3%	20	189	-20	189	-15%	8	106	97
CC1CCN(C(=O)CSc2nc3ccccc3[nH]2)CC1	4%	.	.	.	.	-12%	18	103	85
COc1ccccc1NC(=O)C1CCCN(S(=O)(=O)c2cccc3nsnc23)C1 (stereo not drawn)	-54%	9	207	-9	207	-38%	-4	83	86
CCCN1C2CCCC1CC(NC(=O)NC1CCCCC1)C2 (stereo not drawn)	-10%	-5	151	5	151	30%	2	91	89
O=C(COc1ccccc1)Nc1ccc(-c2nnc(-c3ccco3)o2)cc1	-1%	15	153	-15	153	6%	21	86	64
CCOC(=O)c1c(C)n(C)c2ccc(O)c(S(=O)(=O)c3ccccc3)c12	0%	.	.	.	.	2%	1	86	85

As a working copy, part of the list above.
SMILES	Bcl-B displacement	NFkB transloc pot	NFkB transloc pot cell count 2 µM	IL1B NFkB inh	IL1B NFkB inh cell count 2 µM	PLAP inhibitors HTS	MRP reversal	MRP reversal cytotoxicity	MRP reversal with doxorubicin
Cc1cc(Nc2ccc3ccccc3c2)n2ncnc2n1	-38%	24	136	-24	136	-52%	-9	58	67
CCN1C(=O)CC(C(=O)NC)SC1=Nc1cc(Cl)c(O)c(Cl)c1 (stereo not drawn)	8%	-3	199	3	199	4%	-1	73	74
CCOC(=O)c1sc2ncn(C(C)C(=O)OC)c(=O)c2c1C (stereo not drawn)	-12%	-10	99	10	99	4%	14	103	89
C=C1C2(C(=O)Nc3nccs3)CCC(C2)C1(C)C (stereo not drawn)	0%	-8	94	8	94	-7%	13	91	79
O=c1[nH]c(SCc2ccccc2Cl)nc2c1CCCC2	2%	5	101	-5	101	9%	-6	89	95
CCN(CC)C(=O)Cn1cnc2c1c(=O)n(C)c(=O)n2C	-10%	1	29	-1	29	14%	-5	99	103
CCC(C)NC(=O)c1ccccc1NC(=O)c1ccc(CSc2ccc(C)cc2)cc1 (stereo not drawn)	0%	13	90	-13	90	-8%	.	.	.

An excerpt; the hit share may differ from the screen's.
